# Source: PubChem
# Diaph inh CS: diaphorase inhibition or chemical oxidation counter-screen. inhibition, % at 20 µM. AID 1217. 190,000 compounds, 0.69% hits. diaphorase resazurin-to-resorufin fluorescence, NADH, 16 min; bacterial (C. kluyveri) enzyme, not human;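 active means primary screen inhibition at 20 µM above a set limit, cut at about 50% in these data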;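 further: plate controls were DMSO with full reaction for no effect and wells lacking NADH for full effect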
#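 Test system: Clostridium kluyveri diaphorase enzyme / Quantity: diaphorase at 0.14 U/mL in enzyme working solution / Incubation: 16-min room-temperature incubation before reading / Benchmarks: NADH-free wells as positive control, DMSO-only neutral wells / Signal: resorufin fluorescence 544/590 nm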
# TLR4-MyD88 BLA: blocks binding of human TLR4 to MyD88; HeLa CL3-4 TLR4/MyD88 BLA complementation, FRET ratio; O00206+Q99836; inhibition, % at 8.4 µM; 200,000 compounds, 0.18% hits; in the data active means inhibition above about 25%;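 further: 0% = vehicle and 100% = reference inhibitor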
# Target sequence (O00206 whole entry, looked up): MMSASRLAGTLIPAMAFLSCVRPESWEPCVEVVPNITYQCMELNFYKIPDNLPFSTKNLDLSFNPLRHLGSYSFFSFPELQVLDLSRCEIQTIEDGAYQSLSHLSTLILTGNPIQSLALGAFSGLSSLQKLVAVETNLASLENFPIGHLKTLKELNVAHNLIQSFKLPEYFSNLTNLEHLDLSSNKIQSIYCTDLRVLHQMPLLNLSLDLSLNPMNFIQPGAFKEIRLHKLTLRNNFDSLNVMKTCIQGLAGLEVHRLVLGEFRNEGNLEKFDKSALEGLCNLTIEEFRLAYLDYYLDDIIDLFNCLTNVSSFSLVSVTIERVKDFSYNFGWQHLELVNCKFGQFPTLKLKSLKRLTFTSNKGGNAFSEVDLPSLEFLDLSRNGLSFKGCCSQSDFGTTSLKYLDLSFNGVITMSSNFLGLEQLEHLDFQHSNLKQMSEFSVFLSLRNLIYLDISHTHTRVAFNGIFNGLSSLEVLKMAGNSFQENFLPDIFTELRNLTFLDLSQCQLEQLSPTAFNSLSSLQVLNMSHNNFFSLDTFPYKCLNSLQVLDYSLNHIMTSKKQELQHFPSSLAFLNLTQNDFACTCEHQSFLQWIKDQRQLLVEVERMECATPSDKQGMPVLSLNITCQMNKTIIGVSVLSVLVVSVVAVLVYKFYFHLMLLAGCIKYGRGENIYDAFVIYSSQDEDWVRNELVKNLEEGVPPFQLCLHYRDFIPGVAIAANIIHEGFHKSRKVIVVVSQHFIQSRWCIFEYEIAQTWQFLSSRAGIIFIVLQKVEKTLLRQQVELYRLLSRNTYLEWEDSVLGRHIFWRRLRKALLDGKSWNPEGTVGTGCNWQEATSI
# Target sequence (Q99836 whole entry, looked up): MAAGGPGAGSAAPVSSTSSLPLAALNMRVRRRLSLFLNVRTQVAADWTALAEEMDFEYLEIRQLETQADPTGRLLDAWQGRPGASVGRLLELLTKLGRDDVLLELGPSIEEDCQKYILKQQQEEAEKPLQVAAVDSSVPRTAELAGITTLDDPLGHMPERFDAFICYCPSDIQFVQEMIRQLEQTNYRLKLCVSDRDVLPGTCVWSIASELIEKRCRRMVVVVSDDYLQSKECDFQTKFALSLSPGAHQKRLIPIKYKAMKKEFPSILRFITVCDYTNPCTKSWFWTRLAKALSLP
# STAT3 blocker: STAT3 signaling inhibition. U3A cells, IL-6 STAT3-luciferase reporter, luminescence; host cell line lacks STAT1. inhibition, % at 5.5 µM. 190,000 compounds, 0.89% hits;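 active means inhibition above the mean inhibition across all screened compounds plus 3 SD, cut at about 44% in these data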;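 further: 0% = DMSO only wells and 100% = 100 µM nifuroxazide control wells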
# STAT1 blocker: reduces IFN-gamma driven STAT1 reporter signal. NIH 3T3 STAT1-luciferase reporter, luminescence. inhibition, % at 5.5 µM. 200,000 compounds, 0.35% hits. AID 920;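 active means inhibition above a set limit, the mean inhibition across all tested compounds plus 3 SD, cut at about 34% in these data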;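 further: 0% = IFN-gamma with DMSO and 100% = IFN-gamma with 300 µM nifuroxazide; values of inactives mirror those of a sister screen read the other way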
# STAT1 activator: increases IFN-gamma driven STAT1 reporter signal; AID 932; activation (% of control), % at 5.5 µM; 200,000 compounds, 2.6% hits; NIH 3T3 STAT1-luciferase reporter, luminescence; 100% = IFN-gamma alone, no compound;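 active means activation above the screen-wide mean activation plus 3 SD, cut at about 130% in these data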;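 further: raw ratio to IFN-gamma control signal so 100% means no change and 0% no light; values of inactives mirror those of a sister screen read the other way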
# G6PDH counter: inhibits Leuconostoc G6PDH, flagging false hits in G6PDH-based assays | Purified L. mesenteroides G6PDH, diaphorase/resazurin coupled fluorescence, 45 min | inhibition, % at 5 µM | 200,000 compounds, 0.12% hits | AID 1020; in the data active means inhibition above about 50%
# Diaph act CS: activates diaphorase or chemically reduces, flagging diaphorase assay artifacts; Diaphorase/resazurin coupled assay, resorufin fluorescence, 16 min; stronger effect = higher value; 1 = vehicle wells, 0 = NADH-free wells; activation factor at 20 µM; 190,000 compounds, 0.005% hits;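 active means diaphorase activity raised at least twofold by the compound at 20 µM; inactive means activation factor below 2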
#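 test system = bacterial diaphorase enzyme (C. kluyveri) | quantity = enzyme 0.07 U/mL final | reagent = NADH substrate 0.114 mM plus resazurin dye 0.1 mM, final | incubation = 16 min enzyme reaction, ambient temperature | buffer or medium = HEPES pH 7.4 buffer with MgCl2 and Tween 20 | signal = fluorescence of resorufin, 544 nm excitation, 590 nm emission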
# APP 5UTR inh: APP translation inhibition; SH-SY5Y APP 5'UTR-luciferase reporter, luminescence; inhibition, % at 2 µM; 190,000 compounds, 0.82% hits; AID 1285;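 active means inhibition above a set limit, derived from the sample mean plus 3 SD, cut at about 45% in these data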; further: values of inactives mirror those of a sister screen read the other way
# STAT3 act: STAT3 signaling activation | 190,000 compounds, 0.91% hits | U3A cells, IL-6 STAT3-luciferase reporter, luminescence; 100% = signal with IL-6 EC80 alone | AID 871 | activation (% of control), % at 5.6 µM;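 active means activation above the screen-wide mean of compound activation plus 3 SD, cut at about 130% in these data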;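 further: 0% = background luminescence of wells with medium and substrate only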
#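 Material: STAT3-luciferase reporter U3A cells; Probe or stimulus: IL-6 (33 ng/mL); Incubation: compound pre-incubation 1 h before IL-6, then 6 h stimulation at 37 °C; Technique: luminescence from STAT3-driven luciferase reporter; Evaluation: % activation versus median of IL-6-stimulated wells; Controls: IL-6-only high control.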
# Hsp70 activator: Hsp70 transcriptional activation, primary screen | 200,000 compounds, 0.04% hits | HeLa Hsp70 promoter luciferase reporter, luminescence; scaled: vehicle 0, proteasome-inhibitor control 100% | activation, % at 10 µM;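 active means activation above the mean across all tested compounds plus 3 SD, cutoff set per campaign, cut at about 5.5% in these data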;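 further: 100% = MG132 at 30 µM as the positive control and 0% = DMSO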
# Active calls of the source: *; . = no result given. This is a random part of the collection. Share with any hit: about 6.1%.
SMILES,Diaph inh CS,TLR4-MyD88 BLA,STAT3 blocker,STAT1 blocker,STAT1 activator,G6PDH counter,Diaph act CS,APP 5UTR inh,STAT3 act,Hsp70 activator
CN(C)c1nc(C(=O)NN)nc(N(C)C)n1,11,8,13,-7,106,-1,0.9,.,94,-0.5
C=CCn1c(=N)n(CC(O)COc2ccc(OC)cc2)c2ccccc21 (centres undefined),1,-5,0,14,87,-12,1,-6,105,0.3
CCn1cc(C(=O)OCC(=O)Nc2cccc(S(=O)(=O)N3CCOCC3)c2)c(=O)c2ccc(C)nc21,21,5,8,0,100,-6,0.8,4,98,-0.1
CCOc1cc(C2NC(=S)NC(C)=C2C(=O)Nc2ccc(OC)cc2)ccc1O (centres undefined),7,-3,10,2,98,7,0.9,10,95,-0.4
NC(=O)c1nn(-c2ccccc2)nc1NC(=O)CSc1nnnn1-c1ccc(Cl)cc1,14,-5,0,1,101,-4,0.9,3,98,-0.2
O=C(Nc1c(C(=O)Nc2ccc3c(c2)OCCO3)cnn1-c1ccccc1Cl)c1ccco1,-3,-11,14,-8,107,3,1,-57,91,-0.5
COc1ccc([N+](=O)[O-])cc1NC(=O)CSCc1ccc(Br)cc1,23,6,-16,-3,105,11,0.8,8,110,-0.4
O=C(O)c1ccccc1C(=O)N1CCN(C(=O)c2ccccc2Cl)CC1,7,10,4,-1,100,6,0.9,2,100,-0.4
COC(=O)c1nn(-c2nc(-c3cccc(OC)c3)cc(C(F)(F)F)n2)cc1[N+](=O)[O-],-18,-12,-4,-10,108,5,1.2,12,105,-0.2
CCOc1ccccc1C1C(C#N)=C(SCC(=O)OC)NC(=O)C1C(=O)OC (centres undefined),23,-9,4,-6,106,10,0.8,-9,102,-0.3
CCc1c(O)c(/C(C)=N\O)c(=O)n(-c2ccccc2)c1-c1ccccc1,12,0,0,1,99,8,0.9,3,101,-0.2
CCCCOc1ccc(C2(C)CC(=O)NC2=O)cc1 (centres undefined),15,-5,5,-11,108,3,0.8,-33,99,-0.3
Cc1cc(NC(=O)c2cnn3c(C(F)F)cc(C4CC4)nc23)no1,14,-13,12,-7,106,-12,0.9,-9,91,-0.2
COc1cc(CC(=O)OCC(=O)NC2CCCCC2)cc(OC)c1OC,0,-1,5,-2,100,8,1,5,106,-0.5
O=C(Nc1ccc(Oc2ccccc2)cc1)c1cnc2n(c1=O)CCS2,3,11,78*,14,87,-6,1,-4,40,-0.3
Cc1ccc(-c2nnc(N3CCC(C)CC3)c3ccccc23)cc1C,28,-1,17,14,86,6,0.7,-6,88,-0.3
OCCN(CCO)CC(O)COc1ccc2c(c1)OCO2 (centres undefined),10,17,-22,1,99,5,0.9,15,119,0.1
COC(=O)c1ccccc1NC(=S)NC(=O)C1CC1,15,-12,-4,3,97,14,0.9,32,103,-0.2
O=C(C1CCN(S(=O)(=O)c2cccc3cccnc23)CC1)N1CCn2c1nc1ccccc12,28,14,6,-4,104,-2,0.7,5,99,-0.4
CCC(C)[C@H](NC(=O)OC(C)(C)C)C(=O)N/N=C/c1ccc2cc(OC)ccc2n1 (some centres undefined),27,-1,-5,5,96,-1,0.7,-18,100,-0.2
COc1ccc(-c2nc(CSCC(=O)N3CCN(c4cccc(C)c4)C(C)C3)c(C)o2)cc1OC (centres undefined),16,-9,10,-1,102,-51,0.8,16,92,-0.3
CCCCNC(=O)COC(=O)c1cc(C)nc2ccccc12,7,-6,6,4,96,-1,0.9,-2,98,-0.1
CCc1nc2c(cnn2-c2ccc(Cl)cc2)c(=O)n1-c1ccc2c(c1)OCCO2,13,-1,3,5,95,-24,0.9,7,100,-0.5
CCOC(=O)/C(C#N)=C1/SC(C)C(=O)N1c1ccc(Br)cc1 (centres undefined),12,-5,10,6,94,4,0.9,6,95,0.0
CCOc1ccc(CC(=O)Nc2c(C(N)=O)oc3ccccc23)cc1OCC,8,7,1,4,96,6,0.9,9,99,-0.5
COc1cccc(C(=O)Nc2ncc3c(n2)CC(C)(C)CC3=O)c1,11,8,1,-4,104,3,0.9,14,104,-0.2
NC(=O)NCCCC(=O)OCC(=O)c1ccc2ccccc2c1,8,-25,5,2,97,-1,0.9,-8,97,-0.4
CCN1CCN(c2c(Cl)cccc2NC(=O)c2ccco2)CC1,9,4,11,7,97,15,0.9,-8,93,0.3
CCN(CC)CCn1c(N)cc(=O)[nH]c1=O,3,-9,11,-4,103,0,1,-3,95,-0.3
COC(=O)NCc1ccc(S(=O)(=O)N2CCOCC2)cc1,14,-10,0,4,96,10,0.9,-17,102,0.0
COc1cc(CN2CCCC(C(=O)c3ccc4c5c(cccc35)CC4)C2)cc(OC)c1O (centres undefined),46,10,4,-3,101,62*,0.5,9,103,-0.1
Cc1ccc(NC(=O)Cc2ccc(-n3cccc3)cc2)c(C)c1,6,-6,2,1,99,3,0.9,-9,98,-0.2
COc1ccc(C(=NNc2ccccc2C(=O)O)c2ccc(OC)cc2)cc1,26,-6,4,7,94,4,0.7,-6,100,-0.5
CCCCCCC(=O)NNC(=O)CC(=O)Nc1ccccc1C(=O)O,9,3,-4,5,96,11,0.9,-14,106,-0.4
COc1ccc(C2C(C(=O)N3CCCCC3)CC(=O)N2c2ccc(OC)cc2)cc1 (centres undefined),9,-1,3,-7,106,-4,0.9,20,101,-0.2
Cc1ccc(COn2c(-c3ccc(Cl)cc3Cl)nc3ncccc32)cc1,18,5,5,4,96,-1,0.8,0,101,-0.1
Cc1ccc(-n2nc(C)c3c(C)c(CCC(=O)NCc4ccccc4)c(C)nc32)cc1,7,3,24,-2,102,-6,0.9,-9,86,-0.1
CN1CCN(C2=C(Cl)C(=O)C(c3cnc(N4CCCCC4)s3)=C(Cl)C2=O)CC1,64*,-1,8,9,92,51*,0.4,0,96,-0.2
O=C(CCn1c2c(c3ccccc31)CCCC2)NNC(=O)c1cccc([N+](=O)[O-])c1,35,-11,-3,-2,102,-44,0.6,1,104,-0.3
CCOc1ccccc1NC(=O)c1ccccc1-c1nc(-c2ccccc2)no1,10,13,-8,-4,103,4,0.9,-2,111,0.1
Cn1cnc([N+](=O)[O-])c1Oc1ccccc1,13,-6,-11,6,94,0,0.9,3,107,0.2
Cc1c(CCOC(=O)c2cc([N+](=O)[O-])cc([N+](=O)[O-])c2)sc[n+]1CC(=O)c1ccccc1,6,-3,-2,2,99,0,0.9,-6,102,0.0
CC(=O)Nc1nc(SCC(=O)NCc2ccc(F)cc2)[nH]c(=O)c1NC(=O)c1cccs1,-6,10,-2,-4,104,3,1.1,-20,101,-0.3
COCC(C)OC(=O)C(C#N)c1nc2ccccc2nc1N1CCN(Cc2ccccc2)CC1 (centres undefined),7,5,6,-2,102,6,0.9,-1,101,-0.2
Cc1cccc(OCC(=O)NC(=S)N2CCCc3ccccc32)c1,-1,10,7,3,97,11,1,-19,98,0.2
NC(=O)Cc1nc2scc(-c3ccccc3)c2c(=O)[nH]1,16,-22,-1,-9,107,10,0.8,-13,104,0.0
CSc1cccc(NC(=O)c2ccc(Cl)nc2)c1,9,-4,5,-11,110,2,0.9,-19,100,0.0
COc1ccc(CC(=O)N(c2ccccc2)c2nc(C)cs2)cc1,9,1,3,7,94,24,0.9,15,102,-0.2

# Record cards, from the list above. Order of values: Diaph inh CS | TLR4-MyD88 BLA | STAT3 blocker | STAT1 blocker | STAT1 activator | G6PDH counter | Diaph act CS | APP 5UTR inh | STAT3 act | Hsp70 activator
# Entry for Cc1cccc(OCC(=O)NC(=S)N2CCCc3ccccc32)c1 → -1 | 10 | 7 | 3 | 97 | 11 | 1 | -19 | 98 | 0.2
# Entry for COc1ccc(CC(=O)N(c2ccccc2)c2nc(C)cs2)cc1 → 9 | 1 | 3 | 7 | 94 | 24 | 0.9 | 15 | 102 | -0.2
# Entry for Cn1cnc([N+](=O)[O-])c1Oc1ccccc1 → 13 | -6 | -11 | 6 | 94 | 0 | 0.9 | 3 | 107 | 0.2

# More records follow.
SMILES,Diaph inh CS,TLR4-MyD88 BLA,STAT3 blocker,STAT1 blocker,STAT1 activator,G6PDH counter,Diaph act CS,APP 5UTR inh,STAT3 act,Hsp70 activator
COc1cc2c(cc1OC)CN(C(=O)c1ccccc1C(=O)O)CC2,13,4,-1,-5,104,4,0.9,-2,103,0.1
Cc1[nH]c(=O)[nH]c1C(=O)CCCCC(=O)O,6,12,-2,2,98,-7,0.9,-7,104,-0.3
CN1CCN(C(=O)C2CC(=O)N(c3ccc(F)c(Cl)c3)C2)CC1 (centres undefined),26,-10,2,-6,106,-2,0.7,-5,105,0.1
CCn1c(C(=O)NCc2cccnc2)cc2sc(Cl)cc21,15,8,-4,-4,104,24,0.8,-15,106,-0.2
CC(NS(=O)(=O)c1ccccc1)C(c1cccs1)N1CCN(C)CC1 (centres undefined),9,-5,6,12,89,0,0.9,1,98,0.0
Cc1ccc(C(=O)/C=C/c2ccc(-c3ccccc3[N+](=O)[O-])o2)cc1,35,-1,-9,-1,101,-42,0.6,-20,113,-0.2
COCCNC(=O)c1ccc(NC(=O)C2(c3ccccc3)CCCC2)cc1,0,10,2,-3,100,0,1,-3,103,-0.5
CC(C)(C)c1ccc(OCC(=O)N/N=C/c2cc(Br)ccc2OC(=O)c2ccco2)cc1,2,-15,8,-3,102,13,1,-9,99,-0.3
O=C(COc1ccc(F)cc1)N(CC1=CCS(=O)(=O)C1)c1ccccc1,13,13,-6,-7,106,10,0.9,-13,108,-0.3
COc1ccc(C)cc1-n1nnnc1SCn1nnc2ccccc2c1=O,2,-1,54*,25,77,16,1,2,59,-0.5
O=C(c1ccccc1)c1c[nH]c(C(=O)C(Cl)(Cl)Cl)c1,9,18,8,-7,103,6,0.9,10,97,-0.4
CCOc1ccccc1N(CC(=O)Nc1ccc(S(=O)(=O)N2CCOCC2)cc1)S(=O)(=O)c1ccccc1,-18,1,5,-5,105,-1,1.2,-3,99,-0.3
CCOC(=O)N1CCC(N2CC34C=CC(O3)C(C(=O)Nc3ccc(F)cc3)C4C2=O)CC1 (centres undefined),13,-8,12,-4,104,2,0.9,-4,94,-0.3
COc1ccc(OC)c(Cc2nnc(CCC(=O)NCc3nc4ccccc4s3)o2)c1,-20,-4,-16,-5,102,10,1.2,3,120,-0.2
Cc1ccc(-c2nc(NCc3ccc(F)cc3)n(S(C)(=O)=O)n2)cc1,20,14,-3,-28,124,2,0.8,-10,108,-0.3
CCOC(=O)CCc1c(C)c2ccc(OCc3nn[nH]n3)c(C)c2oc1=O,7,-3,10,17,85,21,0.9,1,94,-0.3
CCOc1cc(N2CCOCC2)c(OCC)cc1NC(=O)COC(=O)[C@H](Cc1c[nH]c2ccccc12)NC(C)=O,5,-6,4,0,100,3,0.9,0,102,-0.5
